OX1R antag-1 – human HCRTR1 antagonism; CHO/OX1R cells, Fluo-8 calcium fluorescence, orexin A; inhibition, % at 5 µM; 330,000 tested, 0.43% active; AID 434989;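 active = inhibition above its plate's threshold, mean inhibition of all tested compounds on the plate plus 3 SD, cut at about 37% in these data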;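 note: 0% = orexin A challenge wells and 100% = SB-334867-A antagonist wells; not every result past the cut was called active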
Target sequence (O43613 whole entry, looked up): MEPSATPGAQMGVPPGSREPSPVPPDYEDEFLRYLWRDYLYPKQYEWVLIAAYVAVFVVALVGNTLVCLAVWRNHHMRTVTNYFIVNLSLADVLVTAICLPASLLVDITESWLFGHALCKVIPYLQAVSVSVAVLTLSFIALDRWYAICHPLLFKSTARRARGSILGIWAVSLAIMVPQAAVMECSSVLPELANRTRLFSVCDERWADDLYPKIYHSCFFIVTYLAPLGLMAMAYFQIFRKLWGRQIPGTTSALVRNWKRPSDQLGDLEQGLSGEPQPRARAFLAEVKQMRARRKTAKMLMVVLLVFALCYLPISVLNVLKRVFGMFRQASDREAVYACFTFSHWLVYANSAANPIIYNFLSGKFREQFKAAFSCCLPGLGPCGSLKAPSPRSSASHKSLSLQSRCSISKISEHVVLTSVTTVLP
OX1R antag-2 – OX1R (human) antagonism; 330,000 tested, 1.8% active; O43613; inhibition, % at 6.6 µM; OX1R-expressing cells, FRET antagonist read-out; AID 485270; in the data active = inhibition mostly above about 38%, no sharp cut-off; inactive = mostly below about 40%;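 note: 0% = agonist challenge alone and 100% = reference antagonist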
Active calls of the source: *.

Values run as follows: OX1R antag-1 | OX1R antag-2
CC(C)Oc1cccc(-c2cc(C(=O)N3CCN(c4ncccn4)CC3)c3ccccc3n2)c1
 : -17 | 15
NS(=O)(=O)c1cccc(NC(=O)CC23CC4CC(CC(Br)(C4)C2)C3)c1
 : -13 | 2
Oc1[nH]c2ccccc2c1N=NC(=S)NCC1CCCO1 (configuration not stated)
 : -26 | 31
COc1cccc(NC(=S)N(Cc2ccc(C)cc2)Cc2ccccn2)c1
 : -10 | 10
CCCCOc1ccc(C(=O)N2CCC(C)CC2)cc1
 : -8 | 20
Cc1ccc(NC(=S)NCCc2ccc(F)cc2)c(C)c1
 : -16 | 9
CCOC(=O)c1nn(-c2ccccc2)c2nnc(Cc3ccccc3)c(=O)n12
 : -1 | 14
Cc1ccc(CCNc2ccccc2)c[n+]1[O-]
 : -2 | -9
COc1ccc(NC(=S)NNc2ccc(S(=O)(=O)Nc3ccccc3C(=O)O)cc2[N+](=O)[O-])cc1
 : -5 | 17
Cc1[nH][nH]c(=O)c1C(c1cc([N+](=O)[O-])ccc1O)c1c(C)[nH][nH]c1=O
 : -5 | 8
CC(=O)Nc1ccc(S(=O)(=O)NCc2nc(-c3cccc(C)c3)no2)cc1
 : 13 | 16
O=C(O)CC1(CC(=O)Nc2ccc(Oc3cccc(C(F)(F)F)c3)nc2)CCCC1
 : 1 | 3
CCOc1ccc(/C=C/C(=O)CCC(=O)O)cc1
 : -3 | 18
N#Cc1ccsc1NC(=O)C1CCN(C(=O)c2ccc(Cl)cc2)CC1
 : -9 | 19
COc1ccc(CN2CC(C(=O)NCc3ccccn3)CC2=O)cc1 (configuration not stated)
 : -20 | 25
CCC(C)[C@H](NC(=O)Nc1ccc(S(N)(=O)=O)cc1)C(=O)O (some centres not stated)
 : -5 | 7
C=C[C@](C)(CC[C@@]1(C)C(C)CC(OC2OC(C)C(OC3OC(COC(C)=O)C(O)C(O)C3O)C(O)C2O)[C@@]2(C)C(C)=CCCC12)OC1OC(C)C(O[C@@H]2O[C@@H](C)C(O)C(O)[C@H]2O)C(O)C1O (some centres not stated)
 : 19 | -8
CN(C)CCCNC(=O)C1CCNCC1
 : -10 | 8
COc1ccc(C2c3ccsc3CCN2C(=O)C(C)(C)C)cc1 (configuration not stated)
 : -47 | 13
N#Cc1ccc(-c2ccccc2)nc1SCCN1CCOCC1
 : -20 | 23
Fc1ccc(-c2nnn(Cc3ccccc3Cl)n2)cc1
 : -19 | 4
CC(=O)N1CCc2cc(C(=O)CN3CCN(c4ccccc4F)CC3)ccc21
 : -30 | 17
Cc1cc(C)nc(/N=C(\N)Nc2ccc(SC(F)F)cc2)n1
 : 35 | 13
Cc1ccc(NC(=O)c2sc3nc[nH]c(=O)c3c2C)c(C)c1
 : -2 | 31
Cc1[nH]c(N=Nc2ccccc2)nc1N=Nc1ccccc1
 : -11 | 31
CSc1nc2nccc(-c3ccc(-c4ccccc4)cc3)n2n1
 : 1 | 44*
CCC1=NN(C(=O)c2ccc(Br)cc2)C(O)(c2ccc(C)cc2)C1 (configuration not stated)
 : -42 | 8
CN1CCN(c2ccccc2NC(=O)COc2ccccc2)CC1
 : -28 | 13
Cc1cc(CNC(=O)CC2C(=O)NCCN2Cc2ccccc2)nn1C (configuration not stated)
 : -4 | 0
N#Cc1ccsc1NC(=O)CSc1nnnn1-c1ccc(O)cc1
 : 1 | 4

Values run as follows: OX1R antag-1 | OX1R antag-2
COc1cccc(NC(=O)CSc2nc3ccccc3cc2Cc2ccccc2)c1
 : -7 | 9
Cc1ccc(NC2=NC(=S)N(CC#N)C23CCCCC3)cc1
 : -27 | 14
COc1ccc(/C=N/NC(=O)C(C)N(c2ccc(OC)cc2)S(C)(=O)=O)cc1 (configuration not stated)
 : -15 | 1
O=C(C1CCCN(c2ncccn2)C1)N1CCc2ccccc21 (configuration not stated)
 : -29 | 9
COc1ccc(S(=O)(=O)N2CCC(C(=O)NC3(C)CCS(=O)(=O)C3)CC2)cc1OC (configuration not stated)
 : 0 | -2
CCC(C(=O)NC1CCCC1)N(C(=O)c1snc(C(N)=O)c1N)c1ccc2c(c1)OCCO2 (configuration not stated)
 : -52 | 8
Cc1ccc(O)c(C2=NNC(c3ccc(Cl)cc3)C2)c1 (configuration not stated)
 : -36 | 8
COc1ccccc1OCC(=O)Nc1ccccc1C(=O)N1CCCC1
 : -18 | 16
COc1ccc(S(=O)(=O)N(C)CC(=O)NCc2cccnc2)cc1
 : 2 | 7
CC(C)Cn1c(C(C)C)nc([N+](=O)[O-])c1S(=O)(=O)c1ccc(F)cc1
 : -8 | 17
Cc1ccc(NC(=O)C2CCN(S(=O)(=O)c3ccc4c(c3)OCCO4)CC2)c(O)c1
 : -9 | 18
CCC(=O)N(Cc1ccco1)C1CC(=O)N(c2ccccc2)C1=O (configuration not stated)
 : -4 | 17
O=C(c1ccc(Cl)c(F)c1F)N1CCOCC1
 : -12 | 4
CCn1c(SCC(=O)Nc2nc(C)cs2)nnc1-c1ccoc1C
 : -11 | 2
CCC/C(O)=N\S(=O)(=O)c1ccc(N=NN(C)C)cc1
 : -11 | 8
CCN(CC)CCNC(=O)c1cc(-c2ccc(Br)s2)nc2ccccc12
 : -27 | -5
CC1=CC(=O)OC1Cc1ccncc1 (configuration not stated)
 : -19 | 10
O=C(Oc1ccc(C(=S)N2CCCCC2)cc1)c1ccccc1F
 : -11 | -2
Cc1ccc(S(=O)(=O)N(C)S(=O)(=O)c2ccc(C)cc2)cc1
 : -15 | 18
O=C(c1ccccc1Cl)N1CCC(O)(c2cccnc2)CC1
 : 7 | 2
COc1ccc(NC(=O)Cn2c(=O)sc3ccccc32)c(OC)c1
 : -12 | 22
CC(CN1CCCCC1)OC(=O)c1ccco1 (configuration not stated)
 : 3 | 16
C[C@H](NC(=O)c1nc[nH]c1C(=O)NC1CCNCC1)C(=O)OC(C)(C)C
 : 5 | 11
O=C(c1cc2cc(F)ccc2[nH]1)N1CCN(C(=O)c2ccco2)CC1
 : -26 | 13
CCOCCCNC(=S)NC1CC2CCC(C1)N2Cc1ccccc1 (configuration not stated)
 : -20 | 7
Cc1ccc(S(=O)(=O)N2CCCC2c2nc3ccccc3s2)cc1 (configuration not stated)
 : -26 | 26
O=C(NCc1ccc(Cl)cc1)C1CCN(c2nnc(N3CCCC3=O)s2)CC1
 : -4 | 2
O=C(Nc1ccc(N2CCOCC2)cc1)Nc1cnsn1
 : -15 | 32
COc1ccc(-c2c(C)oc3c(CN4CCN(CCO)CC4)c(O)ccc3c2=O)cc1OC
 : -11 | 26
CC(=O)N1c2ccc(S(=O)(=O)NCC3CCC(C(=O)NCc4ccccc4)CC3)cc2CC1C (configuration not stated)
 : -36 | 10

Part of the list above in another layout.
OX1R antag-1	OX1R antag-2	Structure
-28	13	CN1CCN(c2ccccc2NC(=O)COc2ccccc2)CC1
-8	20	CCCCOc1ccc(C(=O)N2CCC(C)CC2)cc1
0	-2	COc1ccc(S(=O)(=O)N2CCC(C(=O)NC3(C)CCS(=O)(=O)C3)CC2)cc1OC (configuration not stated)
-4	0	Cc1cc(CNC(=O)CC2C(=O)NCCN2Cc2ccccc2)nn1C (configuration not stated)
-15	1	COc1ccc(/C=N/NC(=O)C(C)N(c2ccc(OC)cc2)S(C)(=O)=O)cc1 (configuration not stated)
-26	13	O=C(c1cc2cc(F)ccc2[nH]1)N1CCN(C(=O)c2ccco2)CC1

(next part)
Values run as follows: OX1R antag-1 | OX1R antag-2
O=C(/C=C/c1ccc(F)cc1)NC(=S)N1CCN(Cc2ccccc2)CC1
 : -42 | 12
CC(C)(C)C(=O)CNS(=O)(=O)c1ccc(S(=O)(=O)NC2CCCC2)cc1
 : -11 | 16
O=C1Cc2cc(NS(=O)(=O)c3ccc([N+](=O)[O-])cc3)cc3c2N1CCC3
 : -34 | 33
O=C(CN1CCN(Cc2ccccc2)CC1)NCc1ccccc1Cl
 : -9 | 31
CCCN1C(=O)c2ccccc2NC1c1ccc(Cl)c(Cl)c1 (configuration not stated)
 : -22 | 5
COc1ccc(/C=N/NC(=O)Cn2c(Cc3ccc(OC)c(OC)c3)nc3ccccc32)cc1OC
 : -5 | 10
COCCN(CCOC)C(=O)CSc1ccc(S(=O)(=O)N2CCN(C)CC2)cn1
 : -10 | 8
COc1ccc(S(=O)(=O)N/N=C(/C)c2ccc(C)o2)cc1
 : -11 | 5
COC(=O)c1ccc(COc2ccccc2/C=C(\C#N)C(=O)Nc2ccc(C)cc2C)cc1
 : -28 | 8
O=C(c1ccco1)N1CCN(c2c([N+](=O)[O-])nn(-c3ccc(Cl)cc3)[n+]2[O-])CC1
 : -18 | 42*
COc1ccccc1NS(=O)(=O)c1cccc(C(=O)N/N=C/c2ccc3c(c2)OCCO3)c1
 : -3 | 25
CCN(CC)S(=O)(=O)c1ccc(=O)n(CC(=O)N2CCCc3cc(C)ccc32)c1
 : -29 | 0
O=C(Cn1nc(C(F)(F)F)c2c1CCCCC2)N1CCOCC1
 : -17 | 8
O=C(/C=C/c1ccccc1)c1ccc(NC2=NCCCS2)cc1
 : -7 | 15
O=[N+]([O-])c1cccc(S(=O)(=O)/N=C(/Nc2ccccc2)c2ccccc2)c1
 : -22 | 5
CC1CCN(C(=O)/C(=C\c2ccccc2)NC(=O)c2ccccc2)CC1
 : -16 | 4
O=C(Nc1ccncc1)C1CCN(S(=O)(=O)c2ccc(Cl)c(C(F)(F)F)c2)CC1
 : -17 | 3
CCOC(=O)C(NC(=O)c1ccc(OC)cc1)(OCC1(CC)COC1)C(F)(F)F (configuration not stated)
 : -11 | 23
O=C(CCc1ccccc1)NNC(=O)COc1ccc(Br)cc1
 : -21 | 15
COc1ccc(-c2csc(NC(=O)CN3C(=O)CCC3=O)n2)cc1
 : -12 | 10
CSc1nnc(NC(=O)c2ccc(C)c(S(=O)(=O)N3CCOCC3)c2)s1
 : -20 | 32
CN(c1ccc(C(=O)NCCSC(C)(C)C)cc1)S(=O)(=O)c1ccccc1
 : -23 | 7
O=C(Nc1ccccc1-c1ccccc1)c1ccccc1[N+](=O)[O-]
 : -22 | 18
C/C(=C\C(=O)OCCCCCCCCC(=O)O)C[C@@H]1OC[C@H](C[C@@H]2O[C@H]2[C@@H](C)[C@H](C)O)[C@@H](O)[C@H]1O
 : 2 | 10
CCOC(=O)c1ccc(CNCc2ccccc2)cc1
 : -28 | 80*
CC(=O)c1cccc(NC(=S)Nc2cccc3ccccc23)c1
 : -23 | 25
CCOc1nc(NCCO)nc(Nc2ccccc2F)n1
 : -18 | 28
Cc1ccc(C(c2c(O)nc3n(c2=O)CCS3)c2c(O)nc3n(c2=O)CCS3)cc1
 : -12 | 5
CCCCN(C)C(=S)Nc1ccc2nc3n(c(=O)c2c1)CCCCC3
 : -11 | 25
C[C@@H](C(=O)NCCc1c[nH]c2ccccc12)[C@@H]1C[C@@]1(C)[C@@H](NC(=O)OCc1ccccc1)c1ccccc1
 : -50 | 38

Values run as follows: OX1R antag-1 | OX1R antag-2
COc1ccccc1C(=O)Nc1ccc2c(c1)nc(CN1CCN(C(C)=O)CC1)n2C
 : -27 | 7
O=[N+]([O-])c1ccccc1/C=N/N1CCN(c2ccc(Cl)cc2)CC1
 : -17 | 12
COc1cccc(-c2cc(C(=O)NN3CCOCC3)c3ccccc3n2)c1
 : -26 | -3
O=C(CN1C(=O)/C(=C\c2cccc(F)c2)Oc2ccccc21)N1CCN(c2ccccn2)CC1
 : -4 | 18
NNC(=O)c1ccc(Oc2cc(Cl)cc(Cl)c2)o1
 : -14 | 5
CC(C)(C)NC(=O)COC(=O)c1cc(S(=O)(=O)N2CCCCC2)ccc1N1CCOCC1
 : -27 | 8
N#Cc1cc(-c2ccccc2)nc(Oc2ccc(Cl)cc2)n1
 : -41 | 14
CCC(NC(=O)c1ccccc1NC(=O)c1ccc(C)cc1)C(=O)O (configuration not stated)
 : -7 | 20
COc1cccc(C2=NOC(C(=O)N3CCN(c4ccccc4)CC3)C2)c1OC (configuration not stated)
 : -25 | 10
CN(C)c1nc(/C=C(\C#N)C(N)=O)c(Cl)n1-c1ccc(F)cc1
 : -19 | 16
NS(=O)(=O)c1ccc(CCNC(=O)C2CCN(S(=O)(=O)c3cccc4cccnc34)CC2)cc1
 : -10 | 10
O=c1ccc(-c2ccc(S(=O)(=O)NCc3cccc(Br)c3)s2)n[nH]1
 : -14 | 21
O=C(COC(=O)c1cc2ccccc2cc1O)Nc1ccccc1F
 : 10 | 18
CC(=O)N1N=C(c2ccc(C)c([N+](=O)[O-])c2)OC1(C)C
 : -11 | 4
[O-]/[N+](=C\c1ccncc1)c1ccc(Br)cc1
 : -7 | 2
COc1cc(OC)cc(C(=O)Nc2cccc(C(C)=O)c2)c1
 : -3 | 10
O=C(CN1C(=O)NC2(CCCc3ccccc32)C1=O)NCc1ccco1 (configuration not stated)
 : -2 | 12
CCOC(=O)c1cccc(NC(=O)C2CCCN(c3nnc(N4CCCC4=O)s3)C2)c1 (configuration not stated)
 : -51 | 7
CCOc1ccc([C@@H]2CC=C(C(=O)O)[C@H](c3ccc(Cl)cc3)N2S(=O)(=O)c2ccc(C)cc2)cc1
 : -5 | 35
O=C(Nc1ccccc1)n1ccc(-c2ccc(-n3ccnc3)cc2)n1
 : -6 | 17
Cc1ccc2[nH]c(=O)cc(C(=O)OC(C)C)c2c1
 : -26 | 22
O=C(NCCN1C(=O)S/C(=C\c2cccs2)C1=O)c1ccco1
 : -22 | 44
CCS(=O)c1ccccc1C(=O)OCC(=O)Nc1ccc2ccccc2c1 (configuration not stated)
 : -11 | 9
COc1ccc(NC(=O)CSc2nnc(-c3cc(C)[nH]n3)n2N)cc1
 : 0 | -2
CC(=O)Nc1ccc(SC(C)C(=O)NC(N)=O)cc1 (configuration not stated)
 : 12 | 4
CCOC(=O)CNC(=O)CSc1nc2cccnc2n1CC
 : -8 | 10
O=C(NCCCN1CCCC1)c1ccc(CS(=O)(=O)c2ccc(Br)cc2)o1
 : -12 | 9
C[C@@H]1CN([C@@H](C)CO)C(=O)Cc2cc(NS(=O)(=O)c3ccccc3)ccc2O[C@H]1CN(C)Cc1ccncc1
 : -27 | 12

Whole records, quoted from the list. Screens in order: OX1R antag-1 | OX1R antag-2
O=C(c1ccccc1Cl)N1CCC(O)(c2cccnc2)CC1 across the screens: 7 | 2
CCCCN(C)C(=S)Nc1ccc2nc3n(c(=O)c2c1)CCCCC3 across the screens: -11 | 25

Source: PubChem BioAssay
